Measles CPE – protection of cells from measles virus. Measles virus-infected cells, CPE protection, absorbance. protection (pct of control), % at 4 µM. hit rate 1.5% among 140,000. AID 841; in the data active = protection mostly above about 24%, no sharp cut-off; inactive = mostly below about 26%; also: some compounds called inactive have numbers as strong as hits
bCat KO growth – beta-catenin-lacking colon tumor cell growth suppression | HCT116 beta-catenin knockout viability, CellTiter-Glo, 60 h; hits give low values | viability, % at 10 µM | hit rate 1.5% among 140,000;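 active = viability at or under a set limit, the compound median less 4 SD, cut at about 6% in these data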;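 also: 0% = Hyamine 1622 control at 20 µM and 100% = untreated cell control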
Yeast growth inh – chemicals that inhibit yeast BB579 growth in restrictive medium (lifespan-shortening candidates); AID 804; inhibition, % at 10 µM; S. cerevisiae BB579 growth, OD615, 48 h; hit rate 0.51% among 140,000;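 active = inhibition above a set limit, 3 SD over the mean compound inhibition, cut at about 44% in these data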; also: inactives centre near -24
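Test system: DeaD yeast strain BB579 / Buffer or medium: restrictive glucose-based CSMM-D medium / Doses: single 10 µM dose / Schedule: 4 h cell preincubation, 48 h compound exposure, 30 °C humidified / Technique: culture absorbance at 615 nm / Controls: amphotericin B positive control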
Phagocyt inh – macrophage phagocytosis inhibition. J774A.1 macrophage IgG-bead phagocytosis, imaging. inhibition, % at 5 µM. hit rate 0.07% among 110,000;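 active = inhibition above the mean of the plate negative controls plus 5 SD, cut at about 13% in these data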;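 also: phagocytic index as fraction of beads internalized from green versus red external bead signal; plate controls were DMSO negative control for no effect and cytochalasin-D positive control for full effect; some results beyond the cut were filed as inactive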
NPY-Y2 antag – NPY-Y2 (human) receptor antagonism | inhibition, % at 2.7 µM | hit rate 0.99% among 140,000 | P49146 | NPY-Y2 expressing cells, antagonist mode; in the data active = inhibition above about 17%;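 also: 0% = vehicle with agonist challenge and 100% = reference antagonist with challenge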
Target sequence (P49146 whole entry, looked up): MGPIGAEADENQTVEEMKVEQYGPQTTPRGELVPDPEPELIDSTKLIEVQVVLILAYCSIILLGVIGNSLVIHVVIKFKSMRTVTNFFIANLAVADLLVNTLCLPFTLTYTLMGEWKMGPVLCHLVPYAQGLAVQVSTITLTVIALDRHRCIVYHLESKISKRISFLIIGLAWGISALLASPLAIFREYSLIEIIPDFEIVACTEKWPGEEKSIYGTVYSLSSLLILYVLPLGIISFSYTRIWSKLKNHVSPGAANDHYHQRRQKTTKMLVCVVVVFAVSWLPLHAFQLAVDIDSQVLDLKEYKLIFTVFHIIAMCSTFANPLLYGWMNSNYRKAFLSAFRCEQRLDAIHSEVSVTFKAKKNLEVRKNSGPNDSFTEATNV
E-sel TNF inh – blocks E-selectin expression induced by TNF alpha; HUVEC TNFa-induced E-selectin immunofluorescence, high content; inhibition, % at 2 µM; hit rate 0.71% among 120,000; AID 1246;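 active = inhibition above the batch mean plus 3 SD, and confirmed as a hit on visual image review, cut at about 43% in these data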;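 also: 0% = TNF-stimulated DMSO wells and 100% = unstimulated control wells; not every result past the cut was called active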
Yeast lifespan up – yeast lifespan extension; inhibition of the nicotinamide effect, % at 10 µM; hit rate 0.68% among 130,000; S. cerevisiae growth with nicotinamide, OD615; deaD strain in restrictive glucose medium;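 active = inhibition above a set limit, placed 3 SD over the median of all compounds, cut at about 26% in these data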;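 also: 0% = nicotinamide-treated wells and 100% = cells grown without nicotinamide; some compounds called inactive have numbers as strong as hits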
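Assay system: DeaD-strain S. cerevisiae. Medium: CSMM-D glucose medium, restrictive. Reagent: nicotinamide, 1.5 mM, co-present with compound. Compound: 10 µM single point, 0.25% DMSO. Schedule: culture preincubation 4 h, compound exposure 48 h, both 30 °C. Detection: absorbance at 615 nm.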
PTEN del growth – suppresses growth of cells with PTEN deletion; HCT116 PTEN-null viability, CellTiter-Glo, 60 h; hits give low values; viability, % at 10 µM; hit rate 1.2% among 140,000;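 active = viability at or below a set limit, 4 SD under the median of all tested compounds, cut at about 3.7% in these data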;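 also: PTEN knockout HCT116 line with beta catenin targeted HCT116 as companion control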
GALR2 blocker – antagonists of human galanin receptor 2 (GALR2); hit rate 0.39% among 140,000; AID 828; O43603; GALR2-expressing cells, antagonist mode; inhibition, % at 4 µM; in the data active = inhibition above about 27%;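 also: cells stimulated with galanin 1-16 at roughly its EC80; 0% = agonist challenge control and 100% = basal control without agonist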
Target sequence (O43603 whole entry, looked up): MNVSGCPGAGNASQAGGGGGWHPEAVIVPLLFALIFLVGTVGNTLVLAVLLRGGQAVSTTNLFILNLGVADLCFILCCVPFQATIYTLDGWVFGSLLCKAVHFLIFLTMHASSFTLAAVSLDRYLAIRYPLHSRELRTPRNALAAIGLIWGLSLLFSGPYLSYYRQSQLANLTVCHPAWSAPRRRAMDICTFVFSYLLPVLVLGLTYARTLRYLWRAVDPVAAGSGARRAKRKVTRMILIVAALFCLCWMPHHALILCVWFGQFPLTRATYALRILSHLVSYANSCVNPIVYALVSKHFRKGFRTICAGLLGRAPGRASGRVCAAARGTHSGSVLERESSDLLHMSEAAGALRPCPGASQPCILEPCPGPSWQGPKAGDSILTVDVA
MRP-1 activ – MRP-1 activation. H69AR cells + doxorubicin, viability rescue, CellTiter-Glo. viability increase, % at 10 µM. hit rate 0.61% among 140,000. AID 799;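 active = viability gain under doxorubicin at or above a set limit, the compound median plus 3 SD, cut at about 4.7% in these data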;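 also: MRP-1 overexpressing cells given doxorubicin 25 µM after compound pretreatment; 18-22 h compound pretreatment then 72 h with doxorubicin before readout; 0% = doxorubicin-only wells and 100% = vehicle-treated cells without doxorubicin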
The depositor's hits bear a star; . = not tested or not shown.

SMILES | Measles CPE | bCat KO growth | Yeast growth inh | Phagocyt inh | NPY-Y2 antag | E-sel TNF inh | Yeast lifespan up | PTEN del growth | GALR2 blocker | MRP-1 activ
CCS(=O)(=O)N1CCC(C(=O)NCCN2CCN(Cc3ccccc3)CC2)CC1 | 7 | 96 | 7 | -1 | 0 | -8 | -2 | 94 | -1 | -0.6
Cc1ccc(NC(=O)c2cc(-n3cnnc3)ccc2Cl)cc1 | 7 | 87 | -8 | . | 1 | -31 | . | 85 | -4 | 0.5
Cc1ccc(C(=O)c2ccc([N+](=O)[O-])cc2)c(C)c1 | 1 | 93 | -18 | -2 | 4 | -2 | -19 | 94 | 3 | -3.9
CC(C)CCn1c(SCCc2ccccc2)nc2c1c(=O)[nH]c(=O)n2C | 1 | 33 | -53 | -1 | 0 | 7 | 2 | 16 | 3 | -2.3
CC1Cc2ccccc2N1C(=O)Cn1c(=O)oc2cc(S(=O)(=O)N3CCCCC3)ccc21 (centres undefined) | 0 | 75 | -10 | 0 | -2 | -11 | -2 | 82 | -1 | -0.3
CCCN1CCC(=NNC(=O)c2ccc(Br)o2)CC1 | 5 | 96 | -17 | . | 0 | 20 | -18 | 92 | 4 | -0.3
O=C(Oc1coc(CSc2nnc(NC(=O)c3cccs3)s2)cc1=O)c1ccccc1 | 12 | 92 | -26 | -9 | 1 | -21 | 16 | 89 | -11 | -1.5
COc1ccc(NC(=O)COc2ccccc2C#N)c(S(=O)(=O)N2CCCCC2)c1 | 18 | 90 | -51 | 0 | -1 | -20 | -10 | 94 | 13 | 0.7
Cc1ccnc(NS(=O)(=O)c2ccc(Oc3ccccc3)cc2)c1 | 8 | 81 | -39 | -1 | 8 | 6 | -5 | 77 | -8 | 0.7
CCc1nc2c(cnn2-c2ccc(F)cc2)c(=O)n1-c1ccc(N2CCC(C)CC2)cc1 | 7 | 19 | -49 | 0 | 0 | . | -9 | 34 | -16 | 2.2
COc1cc(/C=C/C(=O)O)ccc1OCc1ccccc1C#N | 2 | 91 | 3 | -5 | 2 | . | 1 | 106 | -4 | -2.5
O=C(CS(=O)c1ccc(C(F)(F)F)cc1[N+](=O)[O-])Oc1ccc(Cl)cc1 (centres undefined) | 4 | 80 | -13 | -1 | 1 | 33 | -4 | 86 | 0 | -1.1
COc1ccccc1CNC(=O)C1CCN(S(=O)(=O)c2cccc3cccnc23)CC1 | 3 | 85 | -28 | 0 | 3 | . | -6 | 112 | 7 | -0.6
CS(=O)(=O)N(CC(=O)NCc1ccccc1)C1CCCCC1 | 0 | 95 | -25 | . | -1 | 18 | . | 111 | 6 | -1.6
CS(=O)(=O)c1ccc(Cl)c(NC(=O)C2CC(=O)N(Cc3ccccc3)C2)c1 (centres undefined) | 11 | 92 | -11 | 1 | 3 | -34 | -3 | 89 | 15 | -1.7
COC(=O)C(CCCCNC(=O)c1ccc([N+](=O)[O-])cc1)NC(=O)c1ccc([N+](=O)[O-])cc1 (centres undefined) | 33 | 94 | -52 | 0 | 1 | -9 | -1 | 98 | 5 | -0.7
CN1/C(=C\C(=O)COC(=O)CNC(=O)c2ccccc2F)C(C)(C)c2ccccc21 | 32 | 41 | -10 | -1 | 4 | . | -1 | 49 | 3 | -0.5
Cc1ccc(NC(=O)CSc2ncn(-c3ccccc3)n2)cc1C | 20 | 102 | -32 | . | 9 | -37 | . | 92 | 3 | -1.6
C#CCOCCOCCOCCNc1nc(N2CCN(C(=O)[C@H]([C@@H](C)CC)n3cc(CCCN=C(N)N)nn3)CC2)nc(N2CCN(C(=O)[C@H](Cc3ccc(O)cc3)n3cc(CCO)nn3)CC2)n1 | 5 | 93 | 13 | . | 0 | -5 | 8 | 100 | -9 | 0.0
CC(C)CCNC(=O)NC(=O)CSc1nnc(COc2ccccc2Cl)o1 | 10 | 92 | -109 | -2 | 0 | -4 | -11 | 101 | -4 | 0.5
Cc1cccc(C)c1Nc1nnc(SCC(=O)Nc2sccc2C#N)s1 | 15 | 95 | -11 | -1 | 3 | -7 | 3 | 92 | 8 | -1.3
CC(O/N=C/c1ccccc1OC(F)F)C(=O)Nc1cccc(S(=O)(=O)N2CCOCC2)c1 (centres undefined) | 9 | 92 | 9 | -10 | -1 | . | -2 | 90 | -8 | -0.6
N#CNC(=Nc1cccc(F)c1)SCc1cccc(F)c1 | 22 | 71 | -29 | -6 | 5 | . | 1 | 63 | -13 | -0.8
Oc1ccc(Br)cc1-c1nc2cnccn2c1NC1CCCC1 | 11 | 1.3* | -39 | 0 | 1 | -45 | -31 | 1.9* | 8 | -4.3
CCCc1oc(C(=O)O)cc1CN | 4 | 105 | -15 | -1 | -3 | 20 | -4 | 106 | -9 | 0.4
CC1CC(C)CN(CCCNC(=O)COc2cc(=O)n(C)c3ccccc23)C1 (centres undefined) | 3 | 82 | -29 | . | 8 | -10 | . | 84 | 11 | -3.2
COc1ccc(/C=N/N=C2/NC(=O)C(c3ccccc3)S2)c(OC)c1 (centres undefined) | 5 | 98 | -8 | 0 | 8 | -39 | -10 | 99 | 1 | 0.6
COc1cc(C(=O)Oc2cccc(C=O)c2)cc(OC)c1OC | 28 | 53 | -5 | -2 | 2 | -15 | -5 | 65 | 0 | -4.6
COC(=O)c1[nH]nc2c1C(=O)N(C1CCCCC1)C2=O | 4 | 106 | -40 | 2 | 2 | 13 | -15 | 91 | 11 | -2.6
Cc1cc(C(=O)Nc2cc(C)n(Cc3ccc(Cl)cc3)n2)no1 | 8 | 73 | -39 | . | 6 | -40 | -4 | 75 | 3 | 0.1
Cn1cnnc1SCC(=O)c1ccco1 | 2 | 97 | -14 | . | 3 | -26 | -16 | 99 | -1 | -2.6
COCCN1C(=O)c2ccccc2C(C(=O)NCC2CCCO2)C1c1c[nH]c2ccccc12 (centres undefined) | 10 | 94 | -28 | -1 | -2 | -19 | 5 | 94 | 0 | -1.6
COc1cccc(/C=N/NC(=O)C(=O)N2CCCC2)c1OC | 6 | 85 | -14 | -2 | -1 | 14 | -8 | 90 | -12 | -2.0
CCOc1cc2[nH]c(=S)n(C(C)C)c(=O)c2cc1OCC | 16 | 83 | -25 | 0 | 6 | 14 | -13 | 71 | 4 | -2.0
COc1ccc(-c2nnn(CC(=O)c3c[nH]c4ccccc34)n2)cc1OC | 7 | 89 | -21 | -1 | -2 | 16 | -6 | 80 | 10 | -1.9
Cc1ccc(-c2nnc(Sc3nc4ccccc4o3)c3ccccc23)cc1 | 9 | 34 | -18 | . | 2 | -2 | -3 | 25 | -4 | -5.4
N#Cc1ccc(N2Cc3ccccc3C2=NC(=O)c2cccs2)cc1 | 4 | 89 | -33 | -5 | 7 | -16 | 0 | 86 | 2 | -0.8
O=S(=O)(c1cc(Cl)ccc1Br)N1CCOCC1 | 24 | 86 | -84 | -2 | 2 | 2 | -4 | 88 | -18 | -1.1
CC1CCCC(NC(=O)Cn2cc3c(n2)CCCCC3)C1C (centres undefined) | 12 | 90 | -17 | 0 | 7 | -19 | -3 | 84 | 6 | -2.2
Cc1cc(C)c(S(=O)(=O)N2CCCOC2CNC(=O)C(=O)NCCc2c[nH]c3ccccc23)c(C)c1 (centres undefined) | 3 | 79 | -33 | 3 | 0 | . | 5 | 81 | 3 | -1.1
Cc1ccc([N+](=O)[O-])cc1N=C(c1cccc([N+](=O)[O-])c1)N1CCOCC1 | 23 | 98 | 1 | . | 0 | 21 | -11 | 88 | -2 | -3.7
CC(=O)Nc1ccc(S(=O)(=O)N2CCN(CCCOc3cc(C)ccc3C)CC2)cc1 | 13 | 58 | 22 | -1 | -1 | 17 | -19 | 60 | -17 | -3.0
C=CCn1c(SCC(=O)NC)nc2sc3c(c2c1=O)CCC3 | 7 | 85 | -16 | . | 5 | 80* | -11 | 96 | 3 | -0.9
O=C(NC1CC1)c1ccc2c(c1)NC(=O)c1ccccc1S2 | 1 | 82 | -5 | 0 | -1 | 13 | -10 | 89 | -9 | -2.6
COc1cc2c(cc1OC)CN(C(=O)c1cccs1)CC2 | 10 | 108 | 5 | 0 | 5 | -4 | -19 | 102 | 0 | 1.3
CC/C(=N\O)c1ccc(O)c(OC)c1 | 2 | 104 | 18 | 1 | -1 | -21 | -16 | 87 | 5 | 1.0
O=C1CC(c2ccccc2)CC(O)=C1C=NCc1ccc(Cl)cc1 (centres undefined) | 4 | 69 | -17 | -6 | 2 | -14 | -1 | 91 | 0 | -1.7
O=C(Nc1ccccc1F)c1ccc(S(=O)(=O)NCC2CCCO2)cc1 (centres undefined) | 18 | 88 | -6 | -1 | 0 | 1 | -4 | 90 | 2 | -3.9
CN(C)CCCNc1ncnc2c1cnn2-c1ccccc1 | 3 | 92 | -36 | 0 | 2 | . | -7 | 99 | 5 | 0.3
O=C(CSc1nnc(-c2ccco2)n1Cc1ccccc1)NCc1ccccc1 | 25 | 92 | -2 | . | 8 | 4 | . | 80 | 11 | -2.5
CCCCCCNC(=O)Nc1ccccc1 | 6 | 89 | 13 | -1 | 2 | . | -12 | 78 | -5 | -1.2
CC(=O)c1cccc(NC(=S)NC(=O)c2ccc(Cl)cc2)c1 | 9 | 88 | -15 | 4 | 5 | . | 4 | 93 | -2 | -0.9
NC(=O)c1cc2ccc(O)cc2oc1=Nc1ccccc1 | 30* | 77 | -36 | 1 | 4 | -62 | 14 | 92 | 0 | -6.5
CC(C)(C)C1CCC(=NNC(=O)C(=O)NC2CCCCC2)CC1 (centres undefined) | 13 | 90 | 19 | -5 | 2 | . | 0 | 93 | -7 | 0.5
Cc1ccc(-n2nc(C)c3c(C)c(CCC(=O)NCc4ccccc4)c(C)nc32)cc1 | 3 | 77 | -13 | 0 | 6 | 9 | -13 | 78 | 0 | -2.1
O=C(COc1ncnc2scc(-c3ccc(Cl)cc3)c12)NCc1ccco1 | 3 | 88 | -56 | 1 | 4 | 0 | -9 | 87 | -1 | 0.0
Cc1nc2ncnn2c(C)c1CCC(=O)N1CCCCC1 | 13 | 97 | -23 | 0 | 2 | . | -2 | 103 | 5 | -1.5
O=c1nccc(NCc2ccco2)[nH]1 | 14 | 90 | -34 | 1 | 2 | 0 | -2 | 94 | -15 | -3.0
CN(c1ccccc1)S(=O)(=O)c1ccc(NC(=S)NC(=O)c2ccccc2)cc1 | 13 | 79 | -18 | 2 | 7 | -27 | -13 | 96 | -3 | -0.3
COc1ccc2c(c1)O[C@@H](c1cccc(C(F)(F)F)c1)[C@H](OC(=O)NCCc1ccc(OC)c(OC)c1)C2=O | 3 | 77 | -18 | . | 2 | -27 | 19 | 84 | -2 | 3.0
Cc1cccc(NC(=S)NNc2ncc(C(F)(F)F)cc2Cl)c1 | 11 | 68 | 6 | -11 | 1 | . | 3 | 68 | 7 | 1.0

Screens as filed in PubChem.
